Screens (PubChem BioAssay)
CCR6 antag – antagonists of human CCR6 receptor; inhibition, % at 20 µM; 0.49% of 340,000 active; CHO-K1 CCR6 PathHunter beta-arrestin, luminescence, CCL20-stimulated;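 active = compounds whose inhibition of the agonist-driven luminescence signal at 20 µM reaches about 50%, limit read from the data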;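 also: cells stimulated with CCL20 at 14 nM final; plate controls were DMSO with CCL20 for no effect and DMSO without agonist for full effect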
Target sequence (P51684 whole entry, looked up): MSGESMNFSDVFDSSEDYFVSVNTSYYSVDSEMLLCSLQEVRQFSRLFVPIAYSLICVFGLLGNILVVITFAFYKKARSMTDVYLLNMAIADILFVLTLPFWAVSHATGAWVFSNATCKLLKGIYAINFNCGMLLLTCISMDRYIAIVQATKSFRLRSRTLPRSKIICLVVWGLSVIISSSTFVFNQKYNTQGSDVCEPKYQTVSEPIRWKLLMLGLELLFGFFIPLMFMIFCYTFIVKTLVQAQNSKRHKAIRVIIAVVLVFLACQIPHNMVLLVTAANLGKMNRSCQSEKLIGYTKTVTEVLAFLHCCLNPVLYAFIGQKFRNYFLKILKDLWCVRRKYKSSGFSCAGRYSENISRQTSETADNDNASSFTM
EBI2 antag – antagonists of human EBI2 receptor. P32249. EBI2 beta-arrestin recruitment, luminescence, 7a,25-OHC stimulated. inhibition, % at 5 µM. 0.81% of 360,000 active; in the data active = inhibition above about 38%;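 also: enzyme fragment complementation signal reports receptor beta-arrestin coupling in cells; 0% = agonist plus DMSO wells and 100% = wells without agonist; some results beyond the cut were filed as inactive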
Target sequence (P32249 whole entry, looked up, the tested form may be a part): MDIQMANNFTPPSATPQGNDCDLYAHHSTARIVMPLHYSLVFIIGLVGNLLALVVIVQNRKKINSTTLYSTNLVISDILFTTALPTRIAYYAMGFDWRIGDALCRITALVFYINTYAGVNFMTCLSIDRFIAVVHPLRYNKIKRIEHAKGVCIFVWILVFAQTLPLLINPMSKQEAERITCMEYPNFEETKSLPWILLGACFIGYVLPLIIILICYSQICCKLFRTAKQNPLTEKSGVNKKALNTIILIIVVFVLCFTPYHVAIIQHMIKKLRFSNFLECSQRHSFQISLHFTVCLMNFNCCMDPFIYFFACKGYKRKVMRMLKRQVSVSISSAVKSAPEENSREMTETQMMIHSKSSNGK
SENP8 block – SENP8 protease inhibition. Q96LD8. purified SENP8, Z-RLRGG-aminoluciferin cleavage, luminescence. inhibition, % at 10 µM. 1.2% of 330,000 active. AID 2540
UBC13 inh – blocks human UBC13 polyubiquitin chain formation. P61088. TR-FRET. inhibition, % at 20 µM. 0.47% of 330,000 active. AID 485273; in the data active = inhibition above about 45%, passing the limit was not always enough
Target sequence (P61088 whole entry, looked up): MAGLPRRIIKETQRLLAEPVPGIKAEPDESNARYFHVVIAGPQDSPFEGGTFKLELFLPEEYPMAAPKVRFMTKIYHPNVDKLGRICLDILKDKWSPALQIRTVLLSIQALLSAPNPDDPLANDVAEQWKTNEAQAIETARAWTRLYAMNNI
697 NFkB inh – lowers PMA/ionomycin-induced NF-kB signal in 697 B cells; AID 435022; 697 B-cell NF-kB luciferase reporter, 16 h; inhibition, % at 4 µM; 0.33% of 330,000 active; in the data active = inhibition above about 35%
Apaf1 inhib – human Apaf-1 inhibition; O14727; reconstituted apoptosome caspase-3 activity, DEVD-Rh110 fluorescence; inhibition, % at 20 µM; 0.71% of 330,000 active; AID 489030; active = inhibition of at least 40% at 20 µM;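 also: plate controls were DMSO wells for no effect and DEVD-CHO caspase inhibitor wells for full effect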
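Material: cell-free apoptosome with Apaf-1, procaspase-3 and caspase-9; Buffer or medium: Hepes pH 7.5 with detergent and BSA; Reagent: cytochrome c trigger plus (Z-DEVD)2-Rh110 caspase-3 substrate; Times: compound with Apaf-1, dATP, procaspase-3 30 min, then 50 min reaction, room temperature; Technique: Rh110 fluorescence intensity.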
Jurkat NFkB inh – inhibitors of the PMA/ionomycin-induced NF-kB reporter in Jurkat cells; 0.53% of 330,000 active; AID 435003; PMA/ionomycin-induced NF-kB luciferase reporter, luminescence; inhibition, % at 4 µM
Gli-Sufu block – antagonists of Gli-Sufu signaling. inhibition, % at 5 µM. 0.74% of 340,000 active. Sufu-KO-LIGHT fibroblasts, Gli luciferase reporter luminescence;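 active = inhibition above about 55%, limit read from the data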;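 also: 0% = DMSO-treated cells and 100% = wells with medium but no cells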
Active calls of the source: *. Rule as the data show it, unless noted: active = inhibition above about 50%; inactive = the rest. Some of the compounds tested; rates above refer to the full screens.

Screening COC(CNC(=O)C1CCN(C(=O)c2cc3oc(C)cc3n2Cc2c(F)cccc2Cl)CC1)OC returned CCR6 antag 3, EBI2 antag 2, SENP8 block -7, UBC13 inh -1, 697 NFkB inh -15, Apaf1 inhib -8, Jurkat NFkB inh 11 and Gli-Sufu block 14.
Screening COc1ccc(NC(=O)NCCN2CCN(c3cc(OC)ccc3OC)CC2)cc1 returned CCR6 antag 6, EBI2 antag 8, SENP8 block 6, UBC13 inh 4, 697 NFkB inh 6, Apaf1 inhib -9, Jurkat NFkB inh -4 and Gli-Sufu block 34.
For Cc1cc(C)cc(N(CC(=O)NC2CCC(C)CC2)S(=O)(=O)c2c(C)[nH]c(=O)[nH]c2=O)c1 (centres undefined) the results were CCR6 antag -4, EBI2 antag -4, SENP8 block -12, UBC13 inh -3, 697 NFkB inh -5, Apaf1 inhib -8, Jurkat NFkB inh -9 and Gli-Sufu block 5.
Screening COC(=O)c1ccc(C23CC4(C2)[C@H](CN(CC2CCCCC2)[C@@H]4c2ccccc2)C3c2ccccc2)cc1 (some centres undefined) returned CCR6 antag -2, EBI2 antag 15, SENP8 block -13, UBC13 inh -8, 697 NFkB inh -5, Apaf1 inhib 17, Jurkat NFkB inh 18 and Gli-Sufu block 8.
Screening CCc1nn(C(C)C(=O)N(C)Cc2ccccc2)c(=O)c2cc3occc3n12 (centres undefined) returned CCR6 antag 26, EBI2 antag 2, SENP8 block 2, UBC13 inh -1, 697 NFkB inh 14, Apaf1 inhib 8, Jurkat NFkB inh -4 and Gli-Sufu block -7.
Screening CCC(=O)Nc1ccc2ccccc2c1 returned CCR6 antag 5, EBI2 antag -3, SENP8 block -6, UBC13 inh 7, 697 NFkB inh -13, Apaf1 inhib -4, Jurkat NFkB inh -5 and Gli-Sufu block -7.
Screening CN1CCN(c2nc(N3CCN(CCO)CC3)nc3ccccc23)CC1 returned CCR6 antag 16, EBI2 antag -8, SENP8 block 3, UBC13 inh 14, 697 NFkB inh 12, Apaf1 inhib 12, Jurkat NFkB inh -8 and Gli-Sufu block 11.
For CCOc1ccc(NC(=O)CSc2nnc(CNC(=O)c3cccs3)o2)cc1 the results were CCR6 antag 11, EBI2 antag 4, SENP8 block 0, UBC13 inh -1, 697 NFkB inh 0, Apaf1 inhib -11, Jurkat NFkB inh 3 and Gli-Sufu block -8.
`CCn1c(SCC(=O)c2cc(C)n(-c3ccc(C(=O)OC)cc3)c2C)nnc1-c1cccnc1` gave CCR6 antag 12, EBI2 antag 3, SENP8 block -4, UBC13 inh 8, 697 NFkB inh 1, Apaf1 inhib 5, Jurkat NFkB inh 6 and Gli-Sufu block 47.
`COc1cccc(NC(=O)CN(C)C(=O)c2ccccc2OCc2c(C)noc2C)c1` gave CCR6 antag 21, EBI2 antag -1, SENP8 block -12, UBC13 inh 5, 697 NFkB inh 3, Apaf1 inhib 12, Jurkat NFkB inh -6 and Gli-Sufu block 2.

Continued; it opens with the two that closed the last part.
`CCn1c(SCC(=O)c2cc(C)n(-c3ccc(C(=O)OC)cc3)c2C)nnc1-c1cccnc1` gave CCR6 antag 12, EBI2 antag 3, SENP8 block -4, UBC13 inh 8, 697 NFkB inh 1, Apaf1 inhib 5, Jurkat NFkB inh 6 and Gli-Sufu block 47.
`COc1cccc(NC(=O)CN(C)C(=O)c2ccccc2OCc2c(C)noc2C)c1` gave CCR6 antag 21, EBI2 antag -1, SENP8 block -12, UBC13 inh 5, 697 NFkB inh 3, Apaf1 inhib 12, Jurkat NFkB inh -6 and Gli-Sufu block 2.
For CC(C)(C)c1ccccc1NC(=O)c1ccc(-n2cncn2)c([N+](=O)[O-])c1 the results were CCR6 antag 2, EBI2 antag -11, SENP8 block 0, UBC13 inh -2, 697 NFkB inh 2, Apaf1 inhib 8, Jurkat NFkB inh 8 and Gli-Sufu block 4.
Screening CCOc1cnn(-c2cc(Oc3ccc(C)cc3)ncn2)c(=O)c1Cl returned CCR6 antag 13, EBI2 antag 8, SENP8 block 1, UBC13 inh 7, 697 NFkB inh -26, Apaf1 inhib 7, Jurkat NFkB inh -17 and Gli-Sufu block -2.
For CC(NC(=O)COc1ccc(-c2ccccc2)cc1)C1CCCO1 (centres undefined) the results were CCR6 antag 25, EBI2 antag 1, SENP8 block -10, UBC13 inh -4, 697 NFkB inh -7, Apaf1 inhib 14, Jurkat NFkB inh -4 and Gli-Sufu block -7.
For CN1CCCC(OC(=O)c2ccccc2Br)C1 (centres undefined) the results were CCR6 antag 16, EBI2 antag -11, SENP8 block -3, UBC13 inh 4, 697 NFkB inh 0, Apaf1 inhib -2, Jurkat NFkB inh -15 and Gli-Sufu block 11.
`CCOc1ccccc1Nc1nc2ccccc2n1C(C)C` gave CCR6 antag 6, EBI2 antag -6, SENP8 block -2, UBC13 inh 9, 697 NFkB inh 2, Apaf1 inhib 4, Jurkat NFkB inh -7 and Gli-Sufu block 7.
CN(C(=O)c1ccc(NC(=O)Cc2cccc(NC(=O)C3CCCN(C(=O)C4CCCC4)C3)c2)cc1)C1CCCC1 (centres undefined) was read as CCR6 antag 2, EBI2 antag -13, SENP8 block 5, UBC13 inh 2, 697 NFkB inh 1, Apaf1 inhib 16, Jurkat NFkB inh 13 and Gli-Sufu block 3.
Screening COc1ccc(C2(CNC(=O)c3cc([N+](=O)[O-])cc([N+](=O)[O-])c3)CCCC2)cc1OC returned CCR6 antag 1, EBI2 antag 2, SENP8 block 3, UBC13 inh -10, 697 NFkB inh -22, Apaf1 inhib -3, Jurkat NFkB inh 10 and Gli-Sufu block -4.
For COc1ccc(OCc2cc(-c3ccc(Cl)cc3)no2)cc1 the results were CCR6 antag 14, EBI2 antag -2, SENP8 block 1, UBC13 inh -9, 697 NFkB inh -1, Apaf1 inhib 7, Jurkat NFkB inh -8 and Gli-Sufu block -8.
Screening Cc1ncc([N+](=O)[O-])n1S(=O)(=O)c1cc(Cl)ccc1Cl returned CCR6 antag 6, EBI2 antag -3, SENP8 block 3, UBC13 inh -4, 697 NFkB inh 7, Apaf1 inhib -5, Jurkat NFkB inh -15 and Gli-Sufu block -8.
CN(C)CCn1c(=O)n(-c2ccc(F)cc2)c(=O)c2c3c(sc21)CCCCC3 was read as CCR6 antag 2, EBI2 antag -9, SENP8 block 2, UBC13 inh 2, 697 NFkB inh -12, Apaf1 inhib -12, Jurkat NFkB inh 2 and Gli-Sufu block 7.
For Cc1cnccc1CN(C)C(=O)CC1C(=O)NCCN1CC1CCCCC1 (centres undefined) the results were CCR6 antag 1, EBI2 antag -9, SENP8 block 0, UBC13 inh 12, 697 NFkB inh 18, Apaf1 inhib 4, Jurkat NFkB inh 15 and Gli-Sufu block 20.
CCc1ccc2c(Cl)c(C(=O)N/N=C/c3c[nH]c4ccccc34)sc2c1 was read as CCR6 antag -1, EBI2 antag 5, SENP8 block -5, UBC13 inh 0, 697 NFkB inh -20, Apaf1 inhib 11, Jurkat NFkB inh 13 and Gli-Sufu block -16.
Screening CCCc1ccc(NC(C)C(=O)Nc2ccc(S(=O)(=O)N3CCOCC3)cc2)cc1 (centres undefined) returned CCR6 antag 6, EBI2 antag 6, SENP8 block -4, UBC13 inh 2, 697 NFkB inh -2, Apaf1 inhib 2, Jurkat NFkB inh 2 and Gli-Sufu block -4.
Screening CCCC(CNC(=O)COC(=O)C1=NNC(=O)CC1)c1ccc(Cl)cc1Cl (centres undefined) returned CCR6 antag 12, EBI2 antag -4, SENP8 block -10, UBC13 inh -6, 697 NFkB inh -9, Apaf1 inhib 0, Jurkat NFkB inh 4 and Gli-Sufu block 3.
N=Nc1c(O)n(CC(=O)Nc2ccccc2)c2ccccc12 was read as CCR6 antag 5, EBI2 antag 13, SENP8 block -11, UBC13 inh -15, 697 NFkB inh -35, Apaf1 inhib -1, Jurkat NFkB inh -37 and Gli-Sufu block -1.
`Cc1cccn2c(=O)c(/C=C(\C#N)S(=O)(=O)c3ccccc3)c(N3CCN(Cc4ccccc4)CC3)nc12` gave CCR6 antag 10, EBI2 antag 34, SENP8 block -6, UBC13 inh -13, 697 NFkB inh 20, Apaf1 inhib 6, Jurkat NFkB inh 1 and Gli-Sufu block 0.
For O=C(O)c1ccc2c(=O)n3c(nc2c1)/C(=C/c1cccc(O)c1)CC3 the results were CCR6 antag 13, EBI2 antag -4, SENP8 block 1, UBC13 inh -8, 697 NFkB inh 3, Apaf1 inhib 5, Jurkat NFkB inh -4 and Gli-Sufu block 8.
`O=C(c1ccc(Br)s1)N1CCN(C/C=C/c2ccccc2)CC1` gave CCR6 antag -2, EBI2 antag 43*, SENP8 block -6, UBC13 inh 6, 697 NFkB inh 14, Apaf1 inhib 3, Jurkat NFkB inh 6 and Gli-Sufu block -3.
Screening O=c1ccc(S(=O)(=O)N2CCCC2)cn1Cc1nc(-c2ccc(F)cc2)no1 returned CCR6 antag -7, EBI2 antag -5, SENP8 block 0, UBC13 inh -6, 697 NFkB inh -16, Apaf1 inhib -21, Jurkat NFkB inh -7 and Gli-Sufu block 4.
`Cc1cc(C)cc(NC(=O)CSc2nc3c(c(=O)[nH]2)CN(Cc2ccc(F)cc2)CC3)c1` gave CCR6 antag -18, EBI2 antag -21, SENP8 block 3, UBC13 inh -10, 697 NFkB inh 8, Apaf1 inhib 15, Jurkat NFkB inh 17 and Gli-Sufu block -6.

Three compounds out of the list, arranged by molar mass, highest first.
`Cc1cccn2c(=O)c(/C=C(\C#N)S(=O)(=O)c3ccccc3)c(N3CCN(Cc4ccccc4)CC3)nc12` gave CCR6 antag 10, EBI2 antag 34, SENP8 block -6, UBC13 inh -13, 697 NFkB inh 20, Apaf1 inhib 6, Jurkat NFkB inh 1 and Gli-Sufu block 0.
Screening CCCC(CNC(=O)COC(=O)C1=NNC(=O)CC1)c1ccc(Cl)cc1Cl (centres undefined) returned CCR6 antag 12, EBI2 antag -4, SENP8 block -10, UBC13 inh -6, 697 NFkB inh -9, Apaf1 inhib 0, Jurkat NFkB inh 4 and Gli-Sufu block 3.
`O=C(c1ccc(Br)s1)N1CCN(C/C=C/c2ccccc2)CC1` gave CCR6 antag -2, EBI2 antag 43*, SENP8 block -6, UBC13 inh 6, 697 NFkB inh 14, Apaf1 inhib 3, Jurkat NFkB inh 6 and Gli-Sufu block -3.

Next compounds
Screening CCO[C@@H]1OC(C(=O)N2CCOCC2)=C[C@H](c2coc3ccccc3c2=O)[C@H]1CCCO returned CCR6 antag -1, EBI2 antag -4, SENP8 block -2, UBC13 inh -2, 697 NFkB inh 15, Apaf1 inhib -7, Jurkat NFkB inh 16 and Gli-Sufu block -11.
For CCOc1cc(-c2nc(C)c(C(C)=O)n2O)ccc1OCC(=O)Nc1ccc(F)cc1 the results were CCR6 antag -7, EBI2 antag 3, SENP8 block 2, UBC13 inh -1, 697 NFkB inh 22, Apaf1 inhib -10, Jurkat NFkB inh 10 and Gli-Sufu block -1.
For COC(=O)Cn1cnc2scc(-c3ccc(C)cc3)c2c1=O the results were CCR6 antag 14, EBI2 antag 0, SENP8 block 5, UBC13 inh -16, 697 NFkB inh -15, Apaf1 inhib 5, Jurkat NFkB inh 10 and Gli-Sufu block -8.
`CNC(=O)c1ccc(OC2CSC2)cc1` gave CCR6 antag -11, EBI2 antag -3, SENP8 block 1, UBC13 inh 5, 697 NFkB inh 5, Apaf1 inhib -4, Jurkat NFkB inh 9 and Gli-Sufu block -15.
For Cc1noc(NS(=O)(=O)c2ccc(NC(=O)CSc3nc4c(cc3C#N)CCCCC4)cc2)c1C the results were CCR6 antag -10, EBI2 antag -3, SENP8 block 11, UBC13 inh 8, 697 NFkB inh 5, Apaf1 inhib -1, Jurkat NFkB inh -24 and Gli-Sufu block 5.
For COc1ccc(OC)c(NC(=O)CSCc2cnn(-c3ccccc3)c2-n2cccc2)c1 the results were CCR6 antag 13, EBI2 antag 15, SENP8 block 2, UBC13 inh 8, 697 NFkB inh 14, Apaf1 inhib 11, Jurkat NFkB inh 3 and Gli-Sufu block 19.
O=C(Nc1ccccc1C(=O)N1CCCC1)c1ccccc1 was read as CCR6 antag 11, EBI2 antag -2, SENP8 block -1, UBC13 inh 6, 697 NFkB inh 27, Apaf1 inhib -14, Jurkat NFkB inh 5 and Gli-Sufu block -5.
`COc1ccc(CNC(=O)OCCN2CCN(Cc3ccccc3)CCC2=O)cc1` gave CCR6 antag 4, EBI2 antag 4, SENP8 block -9, UBC13 inh 4, 697 NFkB inh 2, Apaf1 inhib 5, Jurkat NFkB inh -15 and Gli-Sufu block -2.
